Screening data deposited in PubChem by Sanford-Burnham Center for Chemical Genomics.
Apaf1 inhib – human Apaf-1 inhibition; O14727; reconstituted apoptosome caspase-3 activity, DEVD-Rh110 fluorescence; inhibition, % at 20 µM; actives 0.71% (n = 330,000); AID 489030; active = inhibition of at least 40% at 20 µM;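 note: plate controls were DMSO wells for no effect and DEVD-CHO caspase inhibitor wells for full effect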
Target sequence (O14727 whole entry, looked up): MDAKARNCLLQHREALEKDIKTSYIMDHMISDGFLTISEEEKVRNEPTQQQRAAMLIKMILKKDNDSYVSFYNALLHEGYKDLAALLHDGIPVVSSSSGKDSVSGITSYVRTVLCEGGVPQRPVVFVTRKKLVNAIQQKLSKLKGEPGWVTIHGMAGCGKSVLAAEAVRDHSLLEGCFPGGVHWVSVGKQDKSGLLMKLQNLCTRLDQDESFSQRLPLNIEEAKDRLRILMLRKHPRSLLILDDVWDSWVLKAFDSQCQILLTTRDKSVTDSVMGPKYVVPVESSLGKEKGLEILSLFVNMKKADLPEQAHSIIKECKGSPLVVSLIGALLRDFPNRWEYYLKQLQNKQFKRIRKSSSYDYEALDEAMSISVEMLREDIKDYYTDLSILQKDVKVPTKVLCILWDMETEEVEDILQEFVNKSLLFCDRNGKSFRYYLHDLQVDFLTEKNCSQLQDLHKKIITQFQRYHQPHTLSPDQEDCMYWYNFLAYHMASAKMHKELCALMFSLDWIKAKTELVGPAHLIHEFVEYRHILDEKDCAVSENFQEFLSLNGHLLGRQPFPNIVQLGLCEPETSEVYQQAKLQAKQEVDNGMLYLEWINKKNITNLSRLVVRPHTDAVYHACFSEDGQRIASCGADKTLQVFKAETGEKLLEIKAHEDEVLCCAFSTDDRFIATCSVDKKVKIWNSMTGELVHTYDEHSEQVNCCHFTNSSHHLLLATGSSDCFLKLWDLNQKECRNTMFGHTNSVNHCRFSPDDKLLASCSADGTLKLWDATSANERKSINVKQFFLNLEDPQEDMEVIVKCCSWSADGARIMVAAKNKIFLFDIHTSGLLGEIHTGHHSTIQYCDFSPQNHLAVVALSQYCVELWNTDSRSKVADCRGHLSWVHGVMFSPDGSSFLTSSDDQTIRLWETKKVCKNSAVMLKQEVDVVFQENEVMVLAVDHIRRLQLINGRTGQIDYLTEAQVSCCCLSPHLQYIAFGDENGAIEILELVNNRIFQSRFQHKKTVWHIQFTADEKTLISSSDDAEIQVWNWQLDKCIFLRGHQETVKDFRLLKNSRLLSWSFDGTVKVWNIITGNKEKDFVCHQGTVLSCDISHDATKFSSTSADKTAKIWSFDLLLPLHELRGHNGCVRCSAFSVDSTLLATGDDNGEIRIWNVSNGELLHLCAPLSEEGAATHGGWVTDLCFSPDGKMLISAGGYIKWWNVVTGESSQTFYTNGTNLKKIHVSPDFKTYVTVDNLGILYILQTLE
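Material: reconstituted apoptosome with Apaf-1, cytochrome c, caspase-9, procaspase-3, dATP. Technique: Rh110 fluorescence intensity. Buffer or medium: pH 7.5 Hepes buffer with CHAPS, BSA, DTT. Times: 30 min plus 50 min, RT.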
tim10-1 inh – tim10-1 yeast growth inhibition. S. cerevisiae tim10-1 ts strain growth, BacTiter-Glo, 24 h. inhibition, % at 20 µM. actives 2.2% (n = 330,000). AID 463190;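 active = inhibition of at least 40%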;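 note: mutant grown at 25 °C; 0% = DMSO wells with yeast and 100% = wells holding no yeast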
TIM10 inh – inhibits growth of TIM10 yeast strain; S. cerevisiae TIM10 strain growth, BacTiter-Glo luminescence, 24 h; inhibition, % at 10 µM; actives 1.4% (n = 330,000);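 active = inhibition of 40% or more at the single tested concentration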;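 note: wild-type TIM10 isogenic control strain grown at permissive 25 °C; 0% = DMSO yeast wells and 100% = minimal medium wells without yeast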
ATG4B inhibitor – ATG4B (human) cysteine protease inhibition | Q9Y4P1 | ATG4B cleavage of LC3-PLA2, NBD-HPC fluorescence, 1 h | inhibition, % at 8.33 µM | actives 0.51% (n = 340,000); in the data active = inhibition above about 40%
mIAP act – increases mouse intestinal alkaline phosphatase activity. muIAP, CDP-Star luminescence, 30 min; hits give high values; 1 = vehicle-only enzyme signal, 0 = enzyme-free wells. activation factor at 10 µM. actives 0.24% (n = 330,000). AID 2805;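 active = activation factor of at least 2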; note: the source names both 10 and 20 µM as test concentration; values of inactives mirror those of a sister screen read the other way
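System: mouse IAP enzyme. Reagent: CDP-Star chemiluminescent phosphatase substrate. Benchmarks: DMSO wells, no-enzyme wells. Times: 30 min enzyme-substrate-compound incubation at room temperature. Detection: luminescence from enzymatic CDP-Star hydrolysis. Doses: test compounds delivered from DMSO solution.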
mIAP block – blocks mouse intestinal alkaline phosphatase; purified mouse IAP, CDP-Star luminescence, 30 min; inhibition, % at 10 µM; actives 0.2% (n = 330,000);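 active = inhibition of at least 40% at 10 µM in the primary screen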;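 note: plate controls were DMSO with enzyme for no effect and no enzyme wells for full effect; values of inactives mirror those of a sister screen read the other way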
hIAP activ – human IAP activation. actives 0.16% (n = 330,000). P09923. purified human IAP, CDP-Star luminescence, 30 min; hits give high values; 1 = vehicle-only enzyme, 0 = enzyme-free background. activation factor at 10 µM;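 active = activation factor of the enzyme at least 2-fold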; note: the source names both 10 and 20 µM as test concentration; values of inactives mirror those of a sister screen read the other way
NLRP3 yeast inh – inhibitors of NALP3 inflammasome in yeast | inhibition, % at 10 µM | Yeast reconstituted NLRP3/ASC/caspase-1, beta-gal luminescence, 24 h | actives 0.39% (n = 330,000);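 active = inhibition of 50% or more; inactive = inhibition below 50%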;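 note: plate controls were induced DMSO wells for no effect and uninduced yeast grown without galactose for full effect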
hIAP block – blocks human intestinal alkaline phosphatase; purified IAP, CDP-Star luminescence, 30 min; inhibition, % at 10 µM; actives 0.12% (n = 330,000); AID 2544;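 active = inhibition reaching a set limit with compound at 10 µM in the primary screen, cut at about 35% in these data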;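 note: plate controls were DMSO wells with enzyme for no effect and no-enzyme buffer wells for full effect; values of inactives mirror those of a sister screen read the other way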
Numbers without * were called inactive; / = no result given.

SMILES | Apaf1 inhib | tim10-1 inh | TIM10 inh | ATG4B inhibitor | mIAP act | mIAP block | hIAP activ | NLRP3 yeast inh | hIAP block
S=C(Nc1ccc(Br)cc1)NC1CCN(Cc2ccccc2)CC1 | 12 | -2 | -24 | -7 | 1.5 | -46 | 0.97 | 13 | 2
CC(=O)NC(c1ccc(Cl)cc1Cl)c1ccc2cccnc2c1O (centres undefined) | -5 | -1 | -37 | 4 | 0.92 | 8 | 1.6 | 26 | -57
COc1cccc(CN2CCN(Cc3ccc4c(c3)OCCO4)CC2CCO)c1 (centres undefined) | 8 | -8 | -5 | -4 | 1.1 | -10 | 1.1 | 31 | -15
CCOC(=O)c1sc2nc(SCC#N)n(CCCN3CCCC3=O)c(=O)c2c1C | 5 | 12 | 23 | -16 | 0.97 | 3 | 1.2 | 13 | -18
Cc1c(NC(=O)CN2C(=O)NC(C)(c3ccccc3)C2=O)c(=O)n(-c2ccccc2)n1C (centres undefined) | -9 | -9 | 5 | 11 | 0.91 | 9 | 1.1 | 10 | -7
Cc1cc(SCC(=O)N(C)C2CCS(=O)(=O)C2)nc2c(C)cccc12 (centres undefined) | 3 | 12 | -2 | -4 | 1.2 | -18 | 1 | 8 | -3
CCN1CCN(C(=O)CCN2C(=O)COc3ccc(C)cc32)CC1 | 12 | -140 | -40 | -4 | 1.1 | -9 | 1 | 3 | -5
O=S(=O)(N[C@H](CO)c1ccccc1)c1ccc(Br)cc1F | 6 | 7 | -7 | 5 | 1 | -1 | / | / | /
Cc1ccc(N2N=C(C(=O)O)CCC2=O)cc1Cl | 1 | -18 | 2 | 2 | 0.98 | 2 | 0.94 | 7 | 6
CC(=O)NC(Cc1ccccc1F)C(=O)NC1CCN(C(=O)c2cnccn2)CC1 (centres undefined) | -9 | 1 | 3 | 9 | 0.96 | 4 | 1.3 | 7 | -27
CCN(CC(=O)Nc1cc(Cl)ccc1C)C(=O)c1nc2nc(C)cc(C)n2n1 | -7 | 3 | 2 | -34 | 0.98 | 2 | 1 | 7 | -4
CC(NC(=O)c1ccco1)C(=O)N1CCN(S(=O)(=O)c2ccccc2C#N)CC1 (centres undefined) | -5 | 10 | 2 | -4 | 0.98 | 2 | 0.93 | -6 | 7
Cc1cc(NC(=O)CSc2ccc(-c3ccc(F)cc3)nn2)no1 | 4 | 5 | 5 | -6 | 0.89 | 11 | 1 | 17 | -4
COc1ccc(-c2csc(NC(C)c3nc4cc(C(=O)NCCCO)ccc4n3Cc3ccc(C)cc3)n2)cc1 (centres undefined) | 11 | 9 | -2 | -9 | 0.92 | 8 | 1 | 12 | -3
O=C(c1ccco1)N1CCN(S(=O)(=O)c2ccc(C3CCCCC3)cc2)CC1 | 14 | 22 | 19 | -7 | 1 | -2 | 0.97 | 8 | 3
CC(C)CCN1C(=O)c2ccc(C(=O)Nc3c[nH]c(=O)[nH]c3=O)cc2C1=O | -1 | 22 | 20 | -5 | 1.1 | -5 | 1.2 | 19 | -19
COC(=O)c1ccc(CSc2cc(C)c3cc(C)cc(C)c3n2)o1 | 6 | 20 | 9 | -4 | 0.95 | 5 | 0.9 | 13 | 10
O=C(Nc1ccc(S(=O)(=O)Nc2nccs2)cc1)c1cc(-c2ccccn2)nc2ccccc12 | -8 | 8 | 14 | -11 | 0.92 | 8 | 0.96 | 13 | 4
Cc1ccc(S(=O)(=O)N2CCN(C(=O)COC(=O)/C=C/c3ccc(F)cc3)CC2)c(C)c1 | 21 | -3 | -7 | -10 | 0.88 | 12 | 0.9 | 13 | 10
COc1ccc(NS(=O)(=O)c2cc(NC(=O)c3ccc(C)o3)ccc2N2CCCCC2)cc1 | 0 | 33 | 12 | 23 | 0.96 | 4 | 1.1 | -6 | -8
Cc1cc(C)c2c(=O)[nH]c(SCC(=O)N3CCCCC3)nc2n1 | 6 | 12 | 2 | -1 | 1.1 | -6 | 1.3 | 0 | -26
Cc1ccc(C(=O)CSc2nc(O)cc(=O)[nH]2)cc1C | 1 | 0 | -12 | 6 | 0.92 | 8 | 1 | 16 | -3
Cc1ccc(Cn2c(SCC(=O)N/N=C/c3ccccc3OCC(=O)O)nc3ccccc32)cc1 | -5 | 7 | 8 | -4 | 0.86 | 14 | 1.3 | 18 | -32
CC(C)Cc1nc(SCC(=O)N2CCCCC2)c2c(=O)n(C)c(=O)n(C)c2n1 | 15 | 7 | -13 | 2 | 0.92 | 8 | 0.98 | 25 | 2
CC1(C)CC(=O)C2=C(C1)OC(N)=C(C#N)C21C(=O)N2CCCc3cccc1c32 (centres undefined) | -8 | 6 | -8 | 9 | 0.97 | 3 | 1.2 | 5 | -23
O=C(Nc1ccncc1)Nc1ccc(F)cc1 | 12 | -17 | -5 | 0 | 1.1 | -12 | 0.87 | -3 | 13
CCCc1nc2c(sc3nc4c(cc32)COC(C)(C)C4)c(=O)o1 | 5 | 23 | 1 | -7 | 0.94 | 6 | 0.96 | 11 | 4
CCCN(CCC)S(=O)(=O)c1ccc(Cl)c([N+](=O)[O-])c1 | 17 | 23 | -4 | 0 | 0.92 | 8 | 1.1 | -5 | -7
O=C(Nc1ccc(N2CCOCC2)c(Cl)c1)c1ccc(S(=O)(=O)N2CCOCC2)cc1 | 10 | 21 | -9 | 1 | 1 | 0 | 0.93 | 9 | 7
CSc1nc2ccccc2c(=O)n1N | -13 | 16 | 8 | 5 | 1 | -1 | 1.1 | 20 | -5
COc1ccc(C(=O)Nc2ccc(NC(=O)c3cccs3)cn2)cc1 | 0 | -43 | -10 | 0 | 0.94 | 6 | 0.88 | 19 | 12
CN(Cc1ccc(-n2cccn2)cc1)Cc1nc(-c2cnccn2)no1 | -2 | 16 | -10 | -8 | 0.92 | 8 | 0.99 | -6 | 1
CN1CCOC(=O)/C1=N/Nc1cc(Cl)ccc1Cl | 6 | 25 | 16 | -2 | 1.1 | -10 | 1.1 | 14 | -8
CSCC[C@H](NC(=O)c1cccc(S(=O)(=O)N2CCN(C)CC2)c1)c1nc2ccccc2[nH]1 | -8 | -5 | -12 | -3 | 0.99 | 1 | 0.95 | 11 | 5
COc1cccc(NC(=O)CNC(=O)c2ccc(F)cc2)c1 | -12 | -19 | -12 | -3 | 0.98 | 2 | 0.94 | 9 | 6
CN(c1ccccc1)c1ncccn1 | -2 | -24 | -10 | -6 | 1 | -2 | 0.86 | 6 | 14

Retrieved by structure from the list above, 2 records:
SMILES | Apaf1 inhib | tim10-1 inh | TIM10 inh | ATG4B inhibitor | mIAP act | mIAP block | hIAP activ | NLRP3 yeast inh | hIAP block
CN1CCOC(=O)/C1=N/Nc1cc(Cl)ccc1Cl | 6 | 25 | 16 | -2 | 1.1 | -10 | 1.1 | 14 | -8
COc1ccc(C(=O)Nc2ccc(NC(=O)c3cccs3)cn2)cc1 | 0 | -43 | -10 | 0 | 0.94 | 6 | 0.88 | 19 | 12

Next section.
SMILES | Apaf1 inhib | tim10-1 inh | TIM10 inh | ATG4B inhibitor | mIAP act | mIAP block | hIAP activ | NLRP3 yeast inh | hIAP block
Nc1ccccc1C(=O)N/N=C1/C2CN3CCN(C2)CC1(Cc1ccccc1)C3 | 1 | 2 | -1 | -2 | 1.1 | -8 | 0.78 | 9 | 22
O=C(c1cc(-c2cccc(Cl)c2)on1)N1CCN(c2ccc(F)cc2)CC1 | 13 | -23 | -3 | -2 | 0.95 | 5 | 1 | 6 | -3
CCO[C@@H]1OC(C(=O)N2CCCCCCC2)=C[C@H](C2CCCCC2)[C@H]1CCCO | 21 | 31 | 10 | 3 | 1.1 | -7 | 1 | -1 | -3
N#CC1=C(N)NC(=S)C(C(N)=O)C1c1ccc(Cl)cc1Cl (centres undefined) | -7 | 9 | 3 | 3 | 1.1 | -12 | 1.1 | 11 | -8
COc1ccc(S(=O)(=O)N2CCC(=O)N2)cc1 | 0 | 7 | -13 | -14 | 1 | -3 | 1.1 | 14 | -12
COC(=O)C(N)Cc1ccc(O)cc1 (centres undefined) | -2 | 15 | -1 | 16 | 1.1 | -8 | 1.1 | 18 | -8
CCn1c(SCC(=O)Nc2ccc(-c3nc4ccc(C)cc4s3)cc2)nnc1-c1ccccc1 | 9 | 13 | 1 | / | 0.98 | 2 | 1.2 | 15 | -18
CCOC(=O)c1ccc(NC(c2ccc(N(C)C)cc2)P(=O)(OC(C)C)OC(C)C)cc1 (centres undefined) | 25 | 10 | 14 | 5 | 0.93 | 7 | 1 | -3 | 0
CC(=O)c1cnc(-c2ccccc2)s1 | 7 | 6 | 12 | -12 | 0.98 | 2 | 1.1 | -4 | -6
C/C(=N/NC(=O)CNC(=O)c1ccccc1F)c1ccc2c(c1)CCCC2 | 14 | 3 | 11 | -12 | 1 | 0 | 1.1 | 19 | -7
CNC(=O)c1c(NC(=O)CCS(=O)(=O)c2ccccc2)sc(C)c1C | 1 | 10 | 3 | -1 | 1 | 0 | 0.88 | 6 | 12
O=C(CN1CCOc2ccccc21)NCc1ccc(Cl)cc1 | 2 | -11 | -11 | -8 | 1.1 | -8 | 1.2 | 28 | -22
O=C(CSc1nc(-c2ccc(F)cc2)cc(C(F)(F)F)n1)Nc1ccc2c(c1)OCO2 | -8 | -3 | 0 | -4 | 0.94 | 6 | 0.95 | 9 | 5
Cc1ccc(CN(Cc2cc3cc(C)ccc3[nH]c2=O)C(=O)N2CCOCC2)cc1 | 7 | 11 | 10 | -20 | 0.98 | 2 | 0.93 | 3 | 7
CCNc1nc(Oc2ccc(=O)[nH]n2)nc(N2CCOCC2)n1 | -13 | 6 | -11 | -2 | 1 | 0 | 1.1 | 15 | -14
CN(C)c1ccc(NC(=O)CC2NCCNC2=O)cc1 (centres undefined) | 0 | 2 | 8 | -8 | 1.1 | -9 | 1 | -5 | 0
COC(=O)c1ccccc1NC(=O)CN1C(=O)NC2(CCCCCCC2)C1=O | 18 | 23 | 10 | -7 | 1.1 | -6 | 1 | 4 | -2
CCOC(=O)C1CCN(C(=O)CCN2C(=O)C3C4C=CC(C4)C3C2=O)CC1 (centres undefined) | 1 | -4 | 0 | -5 | 0.93 | 7 | 0.96 | 13 | 4
Cc1occc1-c1nnc(SCC(=O)c2ccc(Cl)cc2)n1C | 4 | 32 | -1 | -7 | 0.98 | 2 | 0.96 | 4 | 4
Cc1c(NC(=O)/C(=C/c2cccs2)NC(=O)c2ccccc2)c(=O)n(-c2ccccc2)n1C | 7 | -13 | -11 | 1 | 0.99 | 1 | 0.97 | 9 | 3
O=C(NCCCNC(=O)c1ccccn1)c1cccc(F)c1 | -5 | -13 | 3 | -11 | 0.94 | 6 | 0.81 | 6 | 19
O=C1CSC(=S)N1/N=C/c1cccnc1 | -17 | 7 | 23 | -10 | 0.8 | 20 | 1.1 | 4 | -10
CN(CC(=O)Nc1cccc(F)c1)C(=O)c1cc2c(s1)CCCCC2 | 21 | 5 | 2 | -5 | 0.96 | 4 | 1.2 | 22 | -17
N#Cc1ccccc1CSc1nc2ccc(NC(=O)c3ccccc3C(=O)O)cc2s1 | 8 | 5 | 19 | 32 | 0.9 | 10 | 0.93 | 20 | 7
Cc1cccc(OCC(=O)N2CCN(C(=O)c3cccs3)CC2)c1 | 6 | 10 | -10 | -9 | 1 | -5 | 1.2 | 10 | -15
O=C(O)c1cc(S(=O)(=O)NC(CO)C(O)c2ccc([N+](=O)[O-])cc2)ccc1Br (centres undefined) | 1 | 2 | -3 | -8 | 0.82 | 18 | 0.84 | 11 | 16
COc1ccc(CN2CN(C(C)C)CSC2=S)cc1 | 8 | 34 | 16 | -12 | 0.92 | 8 | 1 | 11 | 0
